# SMARCA2 activ = SMARCA2 function activation, primary screen | MG213 cells, MMTV-luciferase reporter, dexamethasone, overnight | activation, % at 9.1 µM | actives 1% (n = 370,000); in the data active = activation above about 7.8%;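 note: 0% = vehicle wells and 100% = reference activator wells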
# hgDAF-12 ag = activates the H. glycines DAF-12 receptor ligand-binding domain. HEK293 GAL4-hgDAF12 UAS-luciferase reporter, agonist luminescence; normalized to butyrate control. actives 1.8% (n = 370,000). activation, % at 6.8 µM;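 active = activation above a cutoff set at the mean of all screened compounds plus 3 SD, cut at about 10% in these data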;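 note: 0% = DMSO wells and 100% = sodium butyrate wells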
# FXN GAA850 act = frataxin GAA850 promoter activation; HEK293 lucGAA850 FXN promoter luciferase reporter, 24 h; percent of 10 µM SAHA response; activation, % at 6 µM; actives 0.56% (n = 360,000);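 active = activation above the average of all compounds screened plus 3 SD, cutoff fixed separately per campaign, cut at about 7.5% in these data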;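 note: 0% = DMSO wells and 100% = 10 µM SAHA wells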
# DAX1 inh-1 = inhibits human nuclear receptor DAX1. inhibition, % at 6.75 µM. actives 0.99% (n = 340,000). HEK293 Gal4-DAX1 luciferase reporter, luminescence. AID 504766;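 active = inhibition above the mean over all tested compounds plus 3 SD, cut at about 4.2% in these data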;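 note: 0% = DAX1-transfected cells with DMSO and 100% = empty-vector control cells with DMSO; inhibition shows as a rise in luminescence from relieved DAX1 repression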
# Target sequence (P51843 207-470 limits assumed): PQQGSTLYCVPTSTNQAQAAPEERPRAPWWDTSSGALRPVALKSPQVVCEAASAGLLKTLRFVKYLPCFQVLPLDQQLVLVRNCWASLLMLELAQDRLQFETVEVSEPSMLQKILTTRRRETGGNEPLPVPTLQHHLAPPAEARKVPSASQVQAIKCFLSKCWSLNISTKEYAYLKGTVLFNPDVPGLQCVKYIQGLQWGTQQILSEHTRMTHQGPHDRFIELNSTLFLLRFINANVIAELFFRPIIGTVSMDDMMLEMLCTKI
# PG9 binder = binds the HIV-1 gp120 antibody PG9; TR-FRET gp120-PG9 antibody binding; inhibition, % at 6.7 µM; actives 0.43% (n = 360,000); in the data active = inhibition above about 8.5%
# PLC-beta3 inh = blocks human PLC-beta3 enzyme activity; Purified PLC-beta3, fluorogenic substrate, fluorescence; actives 0.18% (n = 370,000); inhibition, % at 12.2 µM; Q01970; AID 720704; in the data active = inhibition above about 11%;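 note: 0% = median of compound wells on plate and 100% = full blocker control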
# NR1D1 modulator = modulators of human Rev-erb alpha DNA binding; Rev-erbα–FITC-DNA binding, fluorescence polarization, 90 min; P20393; actives 0.79% (n = 370,000); AID 1259318; activity, % at 10 µM;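 active = activity above about 14%, limit read from the data; passing the limit was not always enough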;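 note: 0% = DMSO wells with 35 nM protein and 100% = DMSO wells with 750 nM protein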
# DAX1 inh-2 = blocks DAX1 repression of SF-1 activated StAR promoter. actives 1.1% (n = 370,000). AID 652010. HEK293T StAR-luciferase reporter, SF-1/DAX-1 repression relief. inhibition, % at 6.8 µM;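 active = inhibition above the mean over all tested compounds plus 3 SD, cut at about 3.6% in these data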;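 note: 0% = DAX-1 cells with DMSO and 100% = cells lacking DAX-1 with DMSO; higher inhibition means more luminescence from relief of DAX-1 repression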
# ssDAF12 agonist = activates DAF-12 receptor from parasite S. stercoralis | actives 1% (n = 370,000) | HEK293 ssDAF-12/GRIP1 lit1-tk-luc reporter, luminescence; % of 3 µM dafachronic acid response | activation, % at 6.8 µM;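 active = activation above the mean over all tested compounds plus 3 SD, cut at about 0.9% in these data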;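 note: 0% = DMSO-only wells and 100% = 3 µM delta7-dafachronic acid wells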
# HGIII-sPLA2 inh = Blocks human group III sPLA2 activity | AID 743126 | QFRET BODIPY PC-A2 liposome hydrolysis, fluorescence | inhibition, % at 12.2 µM | Q9NZ20 | actives 0.56% (n = 370,000);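 active = inhibition above mean plus 3 SD of compounds lying within the high and low control bounds, cut at about 19% in these data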;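 note: 0% = median of test compound wells and 100% = no enzyme DMSO wells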
# Target sequence (Q9NZ20 whole entry, looked up): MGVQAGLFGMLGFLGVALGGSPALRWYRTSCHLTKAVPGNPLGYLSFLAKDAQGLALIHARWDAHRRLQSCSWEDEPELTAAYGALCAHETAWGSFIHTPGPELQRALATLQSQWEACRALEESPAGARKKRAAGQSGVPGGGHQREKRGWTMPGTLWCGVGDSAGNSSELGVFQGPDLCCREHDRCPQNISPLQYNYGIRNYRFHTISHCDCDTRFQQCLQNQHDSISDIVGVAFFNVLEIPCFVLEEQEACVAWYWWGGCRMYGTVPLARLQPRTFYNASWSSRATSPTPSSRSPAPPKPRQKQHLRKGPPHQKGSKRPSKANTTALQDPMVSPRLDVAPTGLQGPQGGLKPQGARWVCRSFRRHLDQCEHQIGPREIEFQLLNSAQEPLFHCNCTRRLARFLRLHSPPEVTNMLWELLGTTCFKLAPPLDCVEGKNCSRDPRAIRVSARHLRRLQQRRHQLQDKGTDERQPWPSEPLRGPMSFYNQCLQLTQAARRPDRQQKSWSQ
# hcDAF12 agonist = activates DAF-12 receptor from parasite H. contortus | actives 1.4% (n = 370,000) | HEK293 hcDAF-12 lit1-tk-luc reporter, luminescence; 0% DMSO, 100% Δ7-dafachronic acid | activation, % at 6.8 µM;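 active = activation above the mean of all tested compounds plus 3 SD, cut at about 5.5% in these data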;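 note: 100% = response to 3 µM Δ7-dafachronic acid high control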
# * = called active by the depositor; . = no result given.
SMILES,SMARCA2 activ,hgDAF-12 ag,FXN GAA850 act,DAX1 inh-1,PG9 binder,PLC-beta3 inh,NR1D1 modulator,DAX1 inh-2,ssDAF12 agonist,HGIII-sPLA2 inh,hcDAF12 agonist
CC(=O)c1ccc(-n2nnnc2SCC(=O)NNC(=O)c2ccco2)cc1,-0.3,-0.4,0.1,0.1,-0.7,0.1,0.5,-0.4,-1.8,-5.3,-1.4
COc1ccc(N(C)S(=O)(=O)c2ccc3c(c2)CCN3C(=O)C2CC2)c(OC)c1,-1.6,-2.9,-2.2,-1.2,-0.7,-7.6,2.9,-1.8,-2.2,6.4,0.1
Cc1ccc(SCc2cc(=O)[nH]c(N3CCN(Cc4ccc5c(c4)OCO5)CC3)n2)cc1,-1.0,1.4,-2.2,-0.5,-2.4,-5.2,-2.9,0.5,-0.9,2.7,-1.3
Cn1cc(Br)c(C(=O)Nc2nccs2)n1,1.6,6.3,0.1,0.4,-0.4,1.0,-4.2,1.1,-0.2,-8.1,5.6*
COc1ccc(CNC(=O)C2CCN(S(=O)(=O)c3cccc(C(F)(F)F)c3)CC2)cc1,-0.5,2.1,1.7,-1.2,-0.5,-4.7,3.9,-0.3,-0.7,-0.7,1.2
Cn1c(=O)c2cc(NC(=S)NCc3ccccc3F)ccc2n1Cc1ccccc1,0.2,-4.1,-2.0,.,-1.2,-401.2,-7.0,-0.7,-1.8,-5.8,-1.9
COc1ccc(CC(=O)Nc2c(C(N)=O)oc3ccccc23)cc1,1.9,0.6,-0.3,-0.4,-1.5,-0.1,-1.6,-0.6,-0.6,-3.7,-1.1
O=C1c2ccccc2C(c2nnnn2-c2ccc3c(c2)OCCO3)N1Cc1ccccc1 (stereo unspecified),2.7,-0.1,.,.,0.7,3.3,0.1,3.1,-0.7,0.9,-0.6
Cc1cc2ccccn2c1C(=O)c1ccc(F)cc1,-0.1,2.9,-0.5,-0.1,1.3,-13.0,-9.1,-0.6,-1.5,0.9,-2.2
COCCC(=O)N1CCC(Oc2ccc(C(=O)N3CCC(N(C)C)C3)cc2)CC1 (stereo unspecified),-1.3,4.4,0.7,0.8,-2.9,-5.1,-6.8,0.3,-1.2,2.6,-0.8
Cc1cc(C)c(NC(=O)c2cc3c(nc4sccn43)s2)c(C)c1,-0.7,-2.1,3.3,-1.3,1.6,-8.6,5.5,-0.7,-0.9,-0.8,-0.8
CC1CC(C)CN(C(=O)CSc2nnc(CSc3ncccn3)n2C)C1 (stereo unspecified),-1.0,-0.2,0.3,0.9,-0.1,-0.5,7.0,-0.1,-1.0,0.7,-0.7
O=C(Cc1cccc(NC(=O)C2CCCN(C(=O)C3CCC3)C2)c1)Nc1cccc(C(=O)N2CCOCC2)c1 (stereo unspecified),-5.0,-1.7,-0.8,-0.4,0.8,-0.1,-0.9,-0.1,-0.3,13.9,1.7
C=CCn1c(SCC(=O)N(C)C2CCS(=O)(=O)C2)nc2ccccc2c1=O (stereo unspecified),0.5,1.8,0.2,0.7,-0.5,4.4,-0.3,-0.1,-1.6,2.2,-0.6
CCn1c(C)nc2cc(C(=O)N/N=C/c3ccc(N4CCOCC4)cc3)ccc21,0.1,-1.0,-0.2,-0.2,-6.5,-345.8,3.1,-0.4,-1.7,-1.3,-1.7
Cc1c(NC(=O)N2CCCCCC2)c(=O)n(-c2ccccc2)n1C,-1.2,-1.6,0.3,-1.0,-0.8,-0.6,-0.3,0.3,-0.8,-3.9,-1.5
Cc1nn(C(C)C(=O)NNC(=S)Nc2ccc(F)cc2)c(C)c1[N+](=O)[O-] (stereo unspecified),4.0,2.4,2.2,-0.8,-1.7,5.3,0.0,-0.4,-1.3,0.1,1.7
Cc1ccc2nc(NC(=O)CN3CCOCC3)sc2c1,1.8,5.2,0.6,1.3,0.7,3.4,-1.4,1.0,-1.9,1.3,1.4
Cc1c(Br)ccc(NC(=O)Cn2nc(-c3cccs3)ccc2=O)c1C,-0.2,0.1,-0.7,0.3,0.8,-26.4,50.4*,0.1,-1.4,-4.7,-1.0
COc1cc(CSc2ncn[nH]2)c(OC)cc1CSc1ncn[nH]1,4.2,2.4,-0.1,0.3,1.6,2.0,0.1,1.3,-1.1,-2.4,0.0
O=C(NC1CCCC1)C1CCCN(C(=O)Nc2ccccc2)C1 (stereo unspecified),-4.5,-0.3,2.0,-0.6,-1.4,-7.8,1.1,-0.4,-0.9,4.4,-3.3
COc1ccccc1-c1nc(C(N)=O)c2[nH]c(=O)n(-c3cccc(C)c3)c2n1,-0.5,-0.9,1.8,-1.9,-0.7,-29.7,-4.1,-0.1,-1.1,2.7,0.0
CSCCC(N=C(NS(=O)(=O)c1ccc(C)cc1)c1ccccc1)C(=O)O (stereo unspecified),-2.5,4.1,0.9,4.3*,-1.1,-43.7,-0.7,0.0,-1.6,-1.3,1.7
COc1ccc(C2CC(c3ccc(Cl)cc3)=NN2C(C)=O)cc1 (stereo unspecified),-0.2,2.7,4.5,2.0,1.3,-8.6,-2.3,0.2,-0.6,6.6,1.2
CC(C)C[C@H](NC(=O)c1nc[nH]c1C(=O)NCC(=O)OCc1ccccc1)C(=O)OCc1ccccc1,-2.3,-0.4,0.4,0.9,2.1,-3.8,13.2,-0.4,-1.2,-25.3,-2.1
CCC(C)NS(=O)(=O)c1ccc(OCC(=O)N2CCC(C)CC2)cc1 (stereo unspecified),7.7,-2.3,2.3,-1.1,-1.4,3.6,1.8,-0.4,-1.4,-13.9,1.2
c1ccc(-c2noc(-c3ccc4c(c3)OCO4)n2)cc1,4.7,21.6*,5.5,4.1,0.5,-2.6,-0.6,5.0*,1.2*,3.9,6.3*
COc1cccc(N2CCN(c3ccc4nnc(CCC(=O)Nc5ccccc5OC)n4n3)CC2)c1,-2.3,-1.2,-1.6,0.0,-0.4,-8.4,0.2,-0.7,-0.8,-8.3,-0.5
CCOc1ccc(NC(=O)c2cc(OC)nc3ccccc23)cc1,-2.7,-4.0,-2.0,-2.3,0.0,-6.2,3.8,-0.9,-0.5,5.6,1.6
COc1cccc(CN2CC(C(=O)NCCc3ccc(C)o3)CCC2=O)c1 (stereo unspecified),-1.6,0.7,2.0,0.1,-0.3,-10.9,2.5,-0.2,-1.4,-1.6,-0.9
O=C(c1cc2cc(Br)ccc2[nH]1)N1CCc2ccccc21,-0.6,3.8,3.5,0.8,15.1*,-8.9,48.9*,0.2,0.9,3.0,3.6
COc1cccc(OC)c1OCC(O)CN1CCN(c2ccccc2)CC1 (stereo unspecified),1.0,-0.4,-0.7,-0.3,-0.1,1.5,-4.0,-0.7,-1.3,-4.6,-2.3
O=C(/C=C/c1ccco1)NCCc1ccccc1,0.2,8.9,5.8,-0.4,0.3,-7.9,-1.2,1.5,-0.9,3.7,1.8
O=C(c1cccc(F)c1)n1ccc2ccc(-c3ccc4ccn(Cc5ccccc5)c4c3)cc21,-1.2,0.6,.,.,.,-49.5,8.1,-1.1,-0.6,6.1,-1.1
CC(C)CCC(C)NC(=O)C1CCN(S(=O)(=O)/C=C/c2ccccc2)CC1 (stereo unspecified),-1.6,2.6,2.1,-0.2,0.7,-5.1,1.8,0.3,-1.2,4.3,-0.2
CCCCS/C(N)=N/N=C/c1ccccc1O,1.9,8.3,7.7*,1.3,0.7,-134.1,-3.0,1.5,-0.5,8.6,3.4
O=C(Nc1cc2c(cc1C(=O)O)OCCCO2)c1ccc(C(F)(F)F)cc1,1.6,4.9,1.3,1.2,-1.3,-9.6,8.7,0.8,-0.7,-9.2,-1.1
COc1ccc(N(CC(O)CN2C(=O)NC(C)(C)C2=O)S(=O)(=O)c2ccc(C)cc2)cc1 (stereo unspecified),-1.4,-1.0,0.3,-1.0,1.8,0.2,-3.5,-0.6,-0.3,-0.6,2.2
COc1ccc(CN2CCN(Cc3cccc(Oc4ccccc4)c3)CC2)c(OC)c1OC,-0.4,-0.7,-3.2,-1.1,-2.2,-1.1,3.3,-0.3,-1.4,-8.3,2.3
CCOc1ccc(NC(C)C(=O)N/N=C/c2cccs2)cc1 (stereo unspecified),1.2,0.3,3.8,-0.5,-1.2,-1.1,-0.8,0.5,-0.6,13.9,-2.3
Cc1ccc(NC2CCCN(C(=O)c3cnc4ccccn4c3=O)C2)cc1C (stereo unspecified),-0.6,-0.5,2.1,0.3,-3.4,-36.6,-1.3,-0.2,-1.4,7.7,0.0
Cc1ccc(CNC(=O)COC(=O)C2CCC2)cc1,1.4,3.5,-0.1,-0.8,-2.2,1.7,3.2,-1.0,-0.2,1.1,-0.4
O=C(COc1ccccc1)N/N=C/c1cc2c(cc1[N+](=O)[O-])OCO2,1.1,4.0,4.2,0.1,0.9,-0.4,-0.1,0.2,-0.6,1.1,-0.7
Cc1ccc2nc(NC(=O)COC(=O)c3cccnc3)sc2c1,1.1,12.0*,1.1,1.4,-2.6,-6.0,1.8,5.6*,-0.7,-23.6,3.9
CCCN(CC(=O)Nc1ccccc1C)C(=O)/C=C/c1ccc(OCC)c(OC)c1,1.1,-1.9,3.1,-0.6,0.1,-39.2,-1.3,-0.3,-1.3,4.5,0.2
Cc1occc1-c1nnc(SCC(=O)c2ccc(Cl)cc2)n1C,-3.1,-0.5,2.2,-0.9,-0.3,-3.7,-3.3,-0.5,-1.1,-14.1,-1.8
OCCCNc1ncnc2sc3c(c12)CCN(Cc1ccccc1)C3,-2.5,3.7,1.3,-1.3,0.1,-287.1,5.2,0.7,-1.2,13.4,1.3
Cc1c(C=O)c2cc(OCc3ccccc3)ccc2n1C,-0.1,3.8,7.7*,0.6,-0.8,-13.3,1.4,1.1,-0.5,3.1,0.5

# Quoted from the listing:
# Entry of CCOc1ccc(NC(C)C(=O)N/N=C/c2cccs2)cc1 (stereo unspecified) in PG9 binder: -1.2
# Entry of CCCN(CC(=O)Nc1ccccc1C)C(=O)/C=C/c1ccc(OCC)c(OC)c1 in hcDAF12 agonist: 0.2

# One compound at a time, from the list above. Values in the order: SMARCA2 activ	hgDAF-12 ag	FXN GAA850 act	DAX1 inh-1	PG9 binder	PLC-beta3 inh	NR1D1 modulator	DAX1 inh-2	ssDAF12 agonist	HGIII-sPLA2 inh	hcDAF12 agonist
# OCCCNc1ncnc2sc3c(c12)CCN(Cc1ccccc1)C3 reads -2.5	3.7	1.3	-1.3	0.1	-287.1	5.2	0.7	-1.2	13.4	1.3
# COc1ccc(N(CC(O)CN2C(=O)NC(C)(C)C2=O)S(=O)(=O)c2ccc(C)cc2)cc1 (stereo unspecified) reads -1.4	-1.0	0.3	-1.0	1.8	0.2	-3.5	-0.6	-0.3	-0.6	2.2

# Additional records follow:
SMILES,SMARCA2 activ,hgDAF-12 ag,FXN GAA850 act,DAX1 inh-1,PG9 binder,PLC-beta3 inh,NR1D1 modulator,DAX1 inh-2,ssDAF12 agonist,HGIII-sPLA2 inh,hcDAF12 agonist
N#Cc1nc(COc2cccc(Cl)c2)oc1NCc1ccncc1,4.2,0.1,2.4,-0.7,-2.3,1.2,-0.3,-1.4,-1.4,-7.0,-1.7
O=C(COC(=O)CNC(=O)c1ccc(Br)o1)Nc1ccccc1OC(F)F,-4.4,-0.5,0.6,4.1,0.1,-1.6,.,-0.4,-0.7,5.2,-1.5
Cc1oc2c(c1C(=O)O)C(=O)c1ccccc1C2=O,-3.4,-1.8,0.2,-0.7,-0.1,1.5,1.8,-1.3,-1.3,-5.5,-0.3
CCn1cc(C(=O)OCC(=O)c2ccc(Cl)cc2)c(=O)c2ccc(C)nc21,0.3,0.2,0.5,1.5,0.8,-10.3,-3.8,0.7,-1.4,2.3,-0.5
